Screens deposited in PubChem by Sanford-Burnham Center for Chemical Genomics.
HT1080 cytotoxicity: cytotoxicity in HT1080 fibrosarcoma cells, cell-based, fluorescence readout (AID 620). HT1080 viability, fluorescence; higher % means a stronger effect. cytotoxicity, % at 10 µM, or EC50 in µM where a hit was titrated. hit rate 0.42% among 87,000; in the data active = cytotoxicity above about 50%;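 note: cells exposed to compound overnight then 4 h with Alamar Blue; 0% = vehicle DMSO and 100% = killing control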
The depositor's hits bear a star; & = joins results of further samples.

SMILES | HT1080 cytotoxicity
O=C(N/N=C/c1ccc(O)c(O)c1)c1ccc(CSc2cccc3cccnc23)cc1 | -3%
COCCCn1c(SCc2nnc(-c3ccc(OC)c(OC)c3)o2)nc2ccccc2c1=O | 8%
CCOC(=O)C(=CNc1cc(C)nn1-c1ccc(Cl)cc1)C(=O)OCC | 1%
O=c1cc(-c2ccccc2)[nH][nH]1 | 3%
CCOC(=O)C1=C(C)N(CCCC(=O)O)C(=O)NC1c1ccc(C(F)(F)F)cc1 (centres undefined) | -17%
CCOc1ccc(Cl)cc1S(=O)(=O)n1cnc2cc(C)c(C)cc21 | -2%
CCN(CC)CCNc1nc(-c2ccccc2)c2c(c1C#N)CC(C)(C)OC2 | -1%
Cc1cc(N2CCN(c3ccccc3)CC2)nc(-c2ccccc2O)n1 | -2%
O=C(CN1CCN(c2ccccc2F)CC1)c1c[nH]c2ccc(F)cc12 | -4%
Cc1ccc(-c2n[nH]c3c2CCC3)cc1 | 3%
C=CCN1C(=O)C(Cc2ccccc2)S/C1=N/N=C/c1cccs1 (centres undefined) | -4%
O=c1[nH]c2ccc(S(=O)(=O)N3CCC(Cc4ccccc4)CC3)cc2o1 | -4%
CCOC(=O)Cn1cc(C=O)c2ccccc21 | -5%
c1ccc(Nc2nc(N3CCNCC3)nc(N3CCOCC3)n2)cc1 | -1%
Oc1ccc2ccccc2c1C=Nc1ccc(N2CCOCC2)cc1 | 0%
CC(C)C(=O)N(c1ccc2oc(=O)sc2c1)S(=O)(=O)c1ccccc1 | 1%
CCOc1cc2[nH]c(=O)n(CCCCCC(=O)NCc3ccco3)c(=O)c2cc1OCC | 4%
Cc1cc(C(=O)O)ccc1N/C=C1\CCCC(C)C1=O (centres undefined) | -10%
COc1cc(-c2nnc(Sc3ccc(C(F)(F)F)cc3[N+](=O)[O-])o2)cc(OC)c1OC | -1%
CCCCCCN(C(=O)CCCCCN1C(=O)NC(c2ccc(C3CCCCC3)cc2)C(C(=O)OCc2ccccc2)=C1C)C(C(=O)NCCCC)c1ccc(OCC(=O)OC)c(C(=O)OC)c1 (centres undefined) | -12%
COc1ccc(Cl)cc1S(=O)(=O)Oc1ccc(NC(C)=O)cc1 | 6%
N#Cc1ccc(N2CCN(c3ccc(F)cc3)CC2)cc1 | -2%
O=c1c2ccccc2c(C=NCCc2ccccc2)c(O)n1Cc1ccccc1 | -29%
CCCn1c2ccccc2c2nnc(SCC(=O)Nc3nnc(CC(=O)OCC)s3)nc21 | -6%
Cc1cccc(N2CCN(C(=O)C(NS(=O)(=O)c3cccs3)c3ccccc3)CC2)c1C (centres undefined) | 2%

Seven entries drawn at random from those above:
SMILES | HT1080 cytotoxicity
COc1ccc(Cl)cc1S(=O)(=O)Oc1ccc(NC(C)=O)cc1 | 6%
CCCCCCN(C(=O)CCCCCN1C(=O)NC(c2ccc(C3CCCCC3)cc2)C(C(=O)OCc2ccccc2)=C1C)C(C(=O)NCCCC)c1ccc(OCC(=O)OC)c(C(=O)OC)c1 (centres undefined) | -12%
CCOC(=O)C1=C(C)N(CCCC(=O)O)C(=O)NC1c1ccc(C(F)(F)F)cc1 (centres undefined) | -17%
COc1cc(-c2nnc(Sc3ccc(C(F)(F)F)cc3[N+](=O)[O-])o2)cc(OC)c1OC | -1%
Oc1ccc2ccccc2c1C=Nc1ccc(N2CCOCC2)cc1 | 0%
CCOc1cc2[nH]c(=O)n(CCCCCC(=O)NCc3ccco3)c(=O)c2cc1OCC | 4%
CCOC(=O)Cn1cc(C=O)c2ccccc21 | -5%

The listing continues.
SMILES | HT1080 cytotoxicity
O=C(Nc1ccc(S(=O)(=O)Nc2nccc(C3Cc4ccccc4C(=O)O3)n2)cc1)c1ccccc1 (centres undefined) | 0%
COc1ccccc1C(=O)Nc1nc(-c2cccs2)c(NC(C)=O)s1 | 0%
NC(=O)C1CCN(C(=O)CSc2nc3ccccc3o2)CC1 | -3%
O=C1c2ccccc2C(=O)N1CCC1=CCCCC1 | 0%
O=[N+]([O-])c1ccc(Sc2n[nH]c(-c3ccc(Cl)cc3Cl)n2)nc1 | -15%
CCOC(=O)C(CC)Sc1nnc2c3cc(C)ccc3n(C)c2n1 (centres undefined) | -4%
COc1ccc(C(C)NC(=O)c2ccccc2)cc1 (centres undefined) | 25%
CC(=O)Cc1nsc(NC(=O)c2ccc(-c3ccc(Cl)cc3Cl)o2)n1 | 8%
C=C(c1ccc(OC)cc1)c1ccc(OC)cc1 | 12%
O=C(NC1CCCc2ccccc21)c1ccc(=O)[nH]c1 (centres undefined) | 0%
O=C(Nc1ccccc1)C1CCCN(S(=O)(=O)c2ccc(-n3cnnn3)cc2)C1 (centres undefined) | 1%
CC1CCCC(NC(=O)CCCn2c(=O)[nH]c3cc(Cl)ccc3c2=O)C1C (centres undefined) | 2%
O=c1cc2c(nn1Cc1ccccc1Cl)-c1ccccc1CC2 | -4%
CCNC(=O)CC1C(=O)N(CC)C(=S)N1NC(=O)c1ccc(Cl)cc1 (centres undefined) | -11%
CCn1c2ccccc2c2cc(NC(=O)C(C)C)ccc21 | -2%
CCOC(=O)CSCC(=O)Nc1ccc(S(=O)(=O)N2CCCCC2)cc1 | 7%
Nc1ccc(Oc2ccc([N+](=O)[O-])cc2[N+](=O)[O-])cc1 | 22%
O=C(Nc1ccccc1)c1ccc(OC(=O)c2cc3ccccc3o2)cc1 | -1%
Nc1ccc(S(=O)(=O)c2ccc(Cl)cc2)cc1 | -8%
O=C(CSCc1c(F)cccc1Cl)NCC1CCCO1 (centres undefined) | -4%
c1ccc(-c2onc3c2CCCC3)cc1 | 4%
CCC1=C(OC(=O)N(CC)CC)N2C(=O)OC(=NCCOC)[C@]2(C)[C@H]2C1=CC[C@H]1C(=O)N(C)C(=O)[C@H]12 | 9%
Cc1ncc(CCl)c2c1OC(C)(C)OC2 | 4%
O=S(=O)(N/N=C1/CCCc2ccccc21)c1ccc(Br)cc1 | 7%
CCOC(=O)Cc1nnc(NC(=O)COc2ccc(OC)cc2)s1 | -18%

Grouped by structure, those above containing a CF3 group
SMILES | HT1080 cytotoxicity
CCOC(=O)C1=C(C)N(CCCC(=O)O)C(=O)NC1c1ccc(C(F)(F)F)cc1 (centres undefined) | -17%
COc1cc(-c2nnc(Sc3ccc(C(F)(F)F)cc3[N+](=O)[O-])o2)cc(OC)c1OC | -1%

Continuation:
SMILES | HT1080 cytotoxicity
O=C(CSc1nnc(-c2ccco2)n1Cc1ccco1)Nc1ccccc1 | 11%
O=C(Nc1nccs1)c1cccc(NC(=O)c2ccco2)c1 | -12%
O=C1Nc2ccc(S(=O)(=O)N3CCCC3)c3cccc1c23 | 16%
O=C(CCN1C(=O)C2C3C=CC(C3)C2C1=O)N1CCN(c2ccccn2)CC1 (centres undefined) | -17%
CCCN(CCO)Cc1ccc(Br)cc1 | 2%
COCCNC(=O)c1ccc(CN2CCOCC2)cc1 | -6%
O=C(COC(=O)Cc1cccs1)Nc1ccc(F)c(F)c1F | 6%
Clc1ccc(N=c2ssnc2Cl)cc1 | -11%
COC(=O)c1sccc1NC(=O)C1C2C=CC(C2)C1C(=O)O (centres undefined) | -10%
COc1cc2cc(/C=C/C(=O)c3ccco3)c(Cl)nc2cc1OC | -9%
CCCNC(=O)NC(=O)CSc1nnc(C)n1N | -2%
CCCN=CC1=C(O)CC(c2ccccc2)CC1=O (centres undefined) | -16%
CC(=O)Nc1ccc(N2C(=O)CCC2=O)cc1C | -16%
CCOc1ccc(NC(=O)CN2CCN(CC(=O)Nc3ccc(Cl)c(C(F)(F)F)c3)CC2)cc1 | -4%
O=C(O)CNC(=O)CCN1C(=O)c2ccccc2C1=O | -3%
O=C(CSC(=S)N1CCCCC1)N1N=CCC1c1ccccc1 (centres undefined) | -6%
CC(C)COC(=O)N1CCCC1C(=O)O (centres undefined) | 0%
Cc1ccc2[nH]c(=O)c(CN(CCO)C(=O)N(C)C)cc2c1 | 0%
Cc1ccc(C(=O)N2CC(C)OC(C)C2)c(Cl)c1 (centres undefined) | -9%
O=C(NC(CSCc1ccccc1)C(=O)N/N=C/c1ccc(O)cc1O)c1ccc([N+](=O)[O-])cc1 (centres undefined) | 29%
COc1ccc(-c2ccc(C#N)c(SCC(=O)OCc3ccccc3)n2)cc1OC | -10%
O=C(CSc1nnc(-c2ccc(S(=O)(=O)N3CCCC3)cc2)o1)N1CCCC1 | -8%
CCCN(CCC)C1Sc2ccc(C(=O)OC)cc2NC1=O (centres undefined) | -5%
COc1ccc(CNC(=O)COC(=O)c2cc(-c3ccco3)nc3ccccc23)cc1 | 14%
COc1cccc(C(=O)CSc2nc3cccnc3n2C)c1 | -12%

(more compounds)
SMILES | HT1080 cytotoxicity
CCC(Sc1nc(C)cc(C)n1)C(=O)Nc1ccc(Cl)cn1 (centres undefined) | 0%
CC(C)(C)NC(=O)COC(=O)c1nsc(Cl)c1Cl | -8%
CCCCN(Cc1ccccc1)C(=O)C1CCN(S(=O)(=O)c2c(C)noc2C)CC1 | 0%
CCOC(=O)c1cc(-c2ccc(OC)cc2)nc2c1c(C)nn2CCC#N | 4%
Cc1ccc(C(=O)CCNc2ccc(Cl)cc2)o1 | -4%
CCCn1c(SC(C)C(=O)O)nc2ccccc21 (centres undefined) | -8%
O=C(NC1CCCCC1)NC1CC2CCC(C1)N2Cc1nnnn1Cc1ccc2c(c1)OCO2 (centres undefined) | -14%
CC1CCCN(CC(=O)Nc2ccc(S(=O)(=O)N3CCCCC3)cc2)C1 (centres undefined) | 4%
CNC(=O)/C=C1\NC(C)(C)Cc2c1ccc1ccccc21 | -14%
Cc1csc(Sc2ccc([N+](=O)[O-])cc2C(=O)OCC(=O)NC2CCCC(C)C2C)n1 (centres undefined) | -13%
CC1=C(C)[N+](=O)C2(O)CCCCC2(C)N1[O-] (centres undefined) | 9%
O=C(CCN1CCOCC1)Nc1ccccc1 | -11%
Cc1ccc(-n2nnnc2SCC(=O)N2CCCCC2)cc1 | -23%
Cn1cc(C(=O)NCC2COc3ccccc3O2)c(=O)c2cc(S(=O)(=O)N3CCCCC3)ccc21 (centres undefined) | 12%
COc1cccc2c1OC1(C)CC2NC(=O)N1Cc1ccccc1 (centres undefined) | 0%
CCc1nc(OCc2ccccc2)c2sc3nc4c(cc3c2n1)COC(C)(C)C4 | 0%
COCCNC(=O)C(=O)Nc1cccc(Br)c1 | 36%
CCn1c(SCC(=O)Nc2ccccc2)nnc1C1CCCCC1 | 8%
CCc1nnc(NC(=O)c2ccc3c(c2)C(=O)N(CC(C)C)C3=O)s1 | -15%
Cc1ccccc1Cn1nnc(-c2ccc3c(c2)OCO3)n1 | -6%
CCC(C)NC(=O)Cn1nc(C(F)(F)F)c2c1CCCC2 (centres undefined) | 11%
COc1cc(OC)cc(-c2nnc(SCc3cccc(C(=O)O)c3)o2)c1 | -2%
CON(C)c1nc(OCCNC(=O)OCc2ccc(Cl)cc2C)nc(N(C)C)n1 | -12%
CCOc1cc(S(=O)(=O)Nc2ccccc2CC)ccc1Cl | 32%
Cc1cc(C)c(C#N)c(SC(F)F)n1 | -2%

Continuation.
SMILES | HT1080 cytotoxicity
COc1ccc(Cl)cc1C(=O)CSc1nnnn1C1CCCCC1 | -3%
CCCCNC(=O)Nc1cc(C)on1 | -12%
CN(Cc1ccccc1)C(=O)Cn1cccc1C(=O)c1ccccc1 | -4%
CC1CCCC(C)N1C(=O)Cc1ccccc1 (centres undefined) | 6%
CCCC(C)NC(=O)c1nc(-c2ccccc2)n(-c2ccccc2)n1 (centres undefined) | -2%
Cn1ncc(Br)c1C(=O)Nc1ccc(F)cc1F | 7%
COCc1cc(=O)n2[nH]c(SCc3ccccc3)nc2n1 | -5%
CCN(CC)c1ccc(SS(=O)(=O)O)cc1 | -8%&-11%
CCCCN(CCCC)c1cc(C)nc(-c2ccccc2O)n1 | 14%
C[C@@H](C(=O)Nc1ccc2ccccc2c1)[C@@H]1C[C@@]1(C)[C@@H](NC(=O)c1cccnc1)c1ccccc1 | -7%
O=C(C/C=N\OCc1c(Cl)cccc1Cl)Oc1ccc(Cl)cc1Cl | -6%
CCCC(CCC)C(=O)Nc1cccc(C(=O)O)c1 | -14%
Fc1ccccc1N1CCN(CC2CC3C=CC2C3)CC1 (centres undefined) | -4%
Cc1cc(C)n(-c2ccc(C(=O)Nc3nnc(C)s3)cc2)n1 | 13%
CSc1ccc(S(=O)(=O)NCCSC(C)(C)C)cc1 | -11%
O=C(Nc1ccc2c(c1)OCCO2)c1cc2sccc2n1Cc1ccccc1 | 0%
CC(C)N(C(=O)CSc1nc2ccccc2n1Cc1ccc(F)cc1)C(C)C | -21%
CC1CCN(C(=O)C2(NC(=O)Nc3cccc(F)c3)CCCCC2)CC1 | -4%
CC(=O)c1cn(CC(=O)Nc2ccc(C)cc2C)c2ccccc12 | -4%
CCOc1ccccc1CNn1nnnc1N | 6%
CCCc1n[nH]c2c1/C(=N\O)CCC2 | -4%
O=C(CCN1C(=O)C2CC=C(Cl)CC2C1=O)NCc1ccccc1 (centres undefined) | 0%
C(#CCN1CCOCC1)COC(c1ccccc1)c1ccccc1 | -11%
CCOC(=O)c1ccccc1NC(=O)CSc1cccc[n+]1[O-] | -8%
CC(C)(C)c1nn(-c2ccccc2)c2[nH]c(=O)c(CNCc3ccc4c(c3)OCO4)cc12 | 10%
CCOC(=O)c1ccc2[nH]c3c(c2c1)CCCC3C(=O)OCC (centres undefined) | -15%
Cc1ccc(N2CCN(S(=O)(=O)c3ccc4c(c3)n(C)c(=O)c(=O)n4C)CC2C)cc1 (centres undefined) | 0%
CS(=O)(=O)c1nc2ccccc2n1Cc1ccccc1 | -3%
C[C@]1(C(=O)NCc2cc(F)cc(C(F)(F)F)c2)C=C[C@@H](Cc2ccccc2)N1C(=O)c1ccccc1 | -13%

Arranged by length of the SMILES (low to high): part of the list above
SMILES | HT1080 cytotoxicity
Cc1ncc(CCl)c2c1OC(C)(C)OC2 | 4%
Cc1ccc(-c2n[nH]c3c2CCC3)cc1 | 3%
COc1cc(-c2nnc(Sc3ccc(C(F)(F)F)cc3[N+](=O)[O-])o2)cc(OC)c1OC | -1%

An excerpt; the hit share may differ from the screen's.
